Assay outcomes: PubChem, several laboratories
procasp7 counter: counter-screen: procaspase-7 (human) activation | activation, % at 8.5 µM | P55210 | hit rate 0.093% among 330,000 | AID 463210 | recombinant procaspase-7, Ac-DEVD-pNA absorbance 405 nm; D23A/D198A/D206A triple mutant, cannot self-cleave; scale: DMSO 0, 5 µM enzyme 100;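 active means percent activation above the screen-wide mean plus 3 SD, cut at about 25% in these data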
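System: Procaspase-7 triple mutant (PC-7 D3A); measure: % activation from two-timepoint absorbance difference, scaled to controls; times: 1 h compound preincubation, 2 h substrate cleavage, 25 °C; also added: Ac-DEVD-pNA substrate, 400 µM as added; measured by: Epi-absorbance of released pNA at 405 nm, two timepoints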
MEP2-GFP yeast: alters MEP2-GFP fluorescence in TOR pathway yeast screen; AID 2016; S. cerevisiae MEP2-GFP strain, flow cytometry GFP, 3 h; 100% = DMSO control level; GFP response vs DMSO, % at 10 µM; hit rate 0.51% among 330,000;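 active means GFP response versus DMSO above a set limit, roughly screen mean plus 3 SD, cut at about 180% in these data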;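 further: median GFP fluorescence of the barcode-gated MEP2-GFP cells per well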
EBNA-1 inhibitor: blocks EBNA-1 binding to DNA; inhibition, % at 14.8 µM; EBNA-1 DNA binding, fluorescence polarization; hit rate 0.34% among 300,000; AID 1950; in the data active means inhibition above about 28%
LAP4 TOR yeast: yeast TOR pathway LAP4-GFP modulation; S. cerevisiae LAP4-GFP multiplex, flow cytometry GFP, 3 h; median GFP as percent of DMSO wells; AID 2023; GFP response vs DMSO, % at 10 µM; hit rate 0.34% among 320,000;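 active means GFP response vs DMSO above a set limit, about the screen mean plus 3 SD, cut at about 150% in these data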
procasp3 activ: activates human procaspase-3; P42574; recombinant procaspase-3 D3A, Ac-DEVD-pNA absorbance 405 nm; activation, % at 8.5 µM; hit rate 0.11% among 330,000; AID 463141;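 active means activation above the mean of all tested compounds plus 3 SD, cut at about 21% in these data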;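 further: 0% = DMSO alone and 100% = DMSO wells spiked with extra 5 µM PC-3 D3A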
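Assay system – Procaspase-3 D3A mutant, all three cleavage aspartates alanine · Controls – DMSO-only low control, 5 µM PC-3 D3A high control · Schedule – 1 h compound preincubation, 2 h substrate hydrolysis at 25 °C · Signal – 405 nm absorbance of p-nitroaniline, reads at 0 and 120 min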
AHR act: activators of human aryl hydrocarbon receptor; activation, % at 5 µM; AID 2796; hit rate 2.5% among 320,000; AHR-responsive luciferase reporter cells, luminescence; P35869; in the data active means activation above about 47%;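 further: 0% = vehicle wells and 100% = reference agonist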
ZTA DNA inh: ZTA (EBV) inhibition in EBNA-1 counter-screen. P03206. ZTA-DNA binding, fluorescence polarization. inhibition, % at 11 µM. hit rate 0.15% among 320,000. AID 2234; in the data active means inhibition above about 33%
RPL19A TOR yeast: modulators of TOR pathway RPL19A-GFP in S. cerevisiae. S. cerevisiae RPL19A-GFP strain, flow cytometry, 3 h; stronger effect = lower value. percent response vs DMSO, % at 10 µM. hit rate 0.3% among 330,000;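 active means percent response vs DMSO below 50%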;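 further: median channel GFP fluorescence of the barcoded RPL19A-GFP strain; ratio of sample median GFP to plate DMSO average so 100% = DMSO; lower means less RPL19A-GFP as with rapamycin TOR inhibition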
The depositor's hits bear a star; [ ] = another dose, or the depositor's remark.

What do the screens show for `O=C(NCCOc1ccccc1)c1ccccc1`?
procasp7 counter: -1; MEP2-GFP yeast: 103; EBNA-1 inhibitor: 1; LAP4 TOR yeast: 105; procasp3 activ: -7; AHR act: 36; ZTA DNA inh: -11; RPL19A TOR yeast: 102

How did C#CCOCCOCCOCCNc1nc(N2CCN(C(=O)[C@H]([C@@H](C)CC)n3cc([C@@H](N)CC(C)C)nn3)CC2)nc(N2CCN(C(=O)[C@H](Cc3cc4ccccc4[nH]3)n3cc([C@@H](N)Cc4ccc(O)cc4)nn3)CC2)n1 do in these assays?
procasp7 counter: -1; MEP2-GFP yeast: 86; EBNA-1 inhibitor: 5; LAP4 TOR yeast: 119; procasp3 activ: 4; AHR act: 1; ZTA DNA inh: 4; RPL19A TOR yeast: 93

What do the screens show for `Cc1ccnc(NC(=O)Nc2ccc(F)cc2)c1`?
procasp7 counter: 4; MEP2-GFP yeast: 175*[may fluoresce violet]; EBNA-1 inhibitor: 3; LAP4 TOR yeast: 108[may fluoresce violet]; procasp3 activ: 11; AHR act: 12; ZTA DNA inh: 3; RPL19A TOR yeast: 50[may fluoresce violet]

Results for O=C(NNS(=O)(=O)c1ccc2ccccc2c1)c1cc(-c2ccccn2)nc2ccccc12 ?
procasp7 counter: -2; MEP2-GFP yeast: 105; EBNA-1 inhibitor: 0; LAP4 TOR yeast: 93; procasp3 activ: 8; AHR act: 30; ZTA DNA inh: 2; RPL19A TOR yeast: 103

How did O=C(COC(=O)c1cc[n+]([O-])cc1)NCC12CC3CC(CC(C3)C1)C2 do in these assays?
procasp7 counter: 2; MEP2-GFP yeast: 115; EBNA-1 inhibitor: -5; LAP4 TOR yeast: 102; procasp3 activ: -2; AHR act: -1; ZTA DNA inh: -2; RPL19A TOR yeast: 102

How did CCC1SC(N)=NC1=O (stereo unspecified) do in these assays?
procasp7 counter: 4; MEP2-GFP yeast: 101; EBNA-1 inhibitor: -4; LAP4 TOR yeast: 100; procasp3 activ: 6; AHR act: 0; ZTA DNA inh: 10; RPL19A TOR yeast: 100

Results for O=C(Nc1ccc(OC(F)(F)F)cc1)c1ccc2nccnc2c1 ?
procasp7 counter: 6; MEP2-GFP yeast: 103; EBNA-1 inhibitor: 7; LAP4 TOR yeast: 103; procasp3 activ: 2; AHR act: 86*; ZTA DNA inh: 6; RPL19A TOR yeast: 97

How did O=C(NNC(=S)NC(=O)c1ccc(Br)cc1)c1ccc([N+](=O)[O-])cc1 do in these assays?
procasp7 counter: -6; MEP2-GFP yeast: 107; EBNA-1 inhibitor: 5; LAP4 TOR yeast: 90; procasp3 activ: -7; AHR act: 2; ZTA DNA inh: -3; RPL19A TOR yeast: 105

How did COc1cc(C)c(Br)cc1S(=O)(=O)N1CCOCC1 do in these assays?
procasp7 counter: -1; MEP2-GFP yeast: 107; EBNA-1 inhibitor: -3; LAP4 TOR yeast: 98; procasp3 activ: -3; AHR act: -2; ZTA DNA inh: 13; RPL19A TOR yeast: 104

How did COc1cccc(NC(=O)c2oc3ccccc3c2NC(=O)C2CC2)c1 do in these assays?
procasp7 counter: 3; MEP2-GFP yeast: 109; EBNA-1 inhibitor: 0; LAP4 TOR yeast: 104; procasp3 activ: 1; AHR act: 12; ZTA DNA inh: -3; RPL19A TOR yeast: 103

Results for CCOC(=O)CSc1nc2sccc2c(=O)[nH]1 ?
procasp7 counter: 1; MEP2-GFP yeast: 96; EBNA-1 inhibitor: 14; LAP4 TOR yeast: 83; procasp3 activ: -3; AHR act: 4; ZTA DNA inh: -3; RPL19A TOR yeast: 86

What do the screens show for `CN(C)c1ccc(N=Nc2ccccc2C(=O)OCC(=O)N2CCCC2)cc1`?
procasp7 counter: -20; EBNA-1 inhibitor: 4; procasp3 activ: -3; AHR act: 10; ZTA DNA inh: 0

Results for O=S1(=O)CCC(N=Cc2ccc(-c3ccc(Cl)cc3)o2)C1 (stereo unspecified) ?
procasp7 counter: 0; MEP2-GFP yeast: 104; EBNA-1 inhibitor: -6; LAP4 TOR yeast: 106; procasp3 activ: -3; AHR act: 0; ZTA DNA inh: -14; RPL19A TOR yeast: 95

Results for CC(C)c1csc(CN2CCC(CO)(Cc3ccccc3)CC2)n1 ?
procasp7 counter: 0; MEP2-GFP yeast: 102; EBNA-1 inhibitor: 1; LAP4 TOR yeast: 108; procasp3 activ: 8; AHR act: 2; ZTA DNA inh: 3; RPL19A TOR yeast: 99

Results for CC(=O)c1c(C)[nH]c(C(=O)Nc2cccnc2)c1C ?
procasp7 counter: 2; MEP2-GFP yeast: 104; EBNA-1 inhibitor: 4; LAP4 TOR yeast: 98; procasp3 activ: -5; AHR act: 57*; ZTA DNA inh: -2; RPL19A TOR yeast: 99

How did O=C(CSc1nccc(=O)[nH]1)NC1CCCc2ccccc21 (stereo unspecified) do in these assays?
procasp7 counter: 5; MEP2-GFP yeast: 94; EBNA-1 inhibitor: 3; LAP4 TOR yeast: 98; procasp3 activ: 1; AHR act: 2; ZTA DNA inh: -8; RPL19A TOR yeast: 103

How did O=C(c1[nH]nc2c1CCc1ccccc1-2)N1CCN(Cc2ccc3c(c2)OCO3)CC1 do in these assays?
procasp7 counter: 2; MEP2-GFP yeast: 92; EBNA-1 inhibitor: -7; LAP4 TOR yeast: 91; procasp3 activ: 4; AHR act: 1; ZTA DNA inh: -4; RPL19A TOR yeast: 97

What do the screens show for `C=CCNC(=S)/C(=C(/[O-])c1ccc([N+](=O)[O-])cc1)[n+]1ccccc1`?
procasp7 counter: -9; MEP2-GFP yeast: 92; EBNA-1 inhibitor: -12; LAP4 TOR yeast: 89; procasp3 activ: -2; AHR act: 5; ZTA DNA inh: 4; RPL19A TOR yeast: 88

Results for Cc1ccccc1NS(=O)(=O)c1cc(C(=O)N2CCCC2)ccc1C ?
procasp7 counter: 6; MEP2-GFP yeast: 95; EBNA-1 inhibitor: 4; LAP4 TOR yeast: 97; procasp3 activ: 3; AHR act: 1; ZTA DNA inh: -2; RPL19A TOR yeast: 95

Results for NC(=O)CSc1nnc(COc2ccccc2)n1N ?
procasp7 counter: 0; MEP2-GFP yeast: 97; EBNA-1 inhibitor: -2; LAP4 TOR yeast: 107; procasp3 activ: -3; AHR act: -1; ZTA DNA inh: 8; RPL19A TOR yeast: 100

How did Cc1nc2sc(C(c3ccc(C(C)C)cc3)N3CCN(CCO)CC3)c(O)n2n1 (stereo unspecified) do in these assays?
procasp7 counter: -7; MEP2-GFP yeast: 95; EBNA-1 inhibitor: -5; LAP4 TOR yeast: 93; procasp3 activ: -5; AHR act: -1; ZTA DNA inh: -9; RPL19A TOR yeast: 96

What do the screens show for `Cn1nccc1C(=O)Nc1sc2c(c1C#N)CCCC2`?
procasp7 counter: -1; MEP2-GFP yeast: 104; EBNA-1 inhibitor: 5; LAP4 TOR yeast: 99; procasp3 activ: -8; AHR act: 30; ZTA DNA inh: -10; RPL19A TOR yeast: 106

Results for O=C(NCc1ccccc1)C1CCN(c2nc(-c3ccccc3)nc3c2CCC3)CC1 ?
procasp7 counter: 7; MEP2-GFP yeast: 100; EBNA-1 inhibitor: 11; LAP4 TOR yeast: 102; procasp3 activ: 2; AHR act: 1; ZTA DNA inh: -1; RPL19A TOR yeast: 98

Results for CC(C)(C)NC(=O)N1c2ccccc2Sc2ccccc21 ?
procasp7 counter: 1; MEP2-GFP yeast: 99; EBNA-1 inhibitor: -23; LAP4 TOR yeast: 91; procasp3 activ: 9; AHR act: 1; ZTA DNA inh: -11; RPL19A TOR yeast: 104

What do the screens show for `COc1ccc(NC(=O)C2CCCN(c3nccc(C)n3)C2)cc1` (stereo unspecified)?
procasp7 counter: 8; MEP2-GFP yeast: 102; EBNA-1 inhibitor: -14; LAP4 TOR yeast: 99; procasp3 activ: 6; AHR act: 9; ZTA DNA inh: 2; RPL19A TOR yeast: 98

How did COc1ccc(Cn2c(SCc3ccc(C)cc3)nc3cc(OC)c(OC)cc3c2=N)cc1Cl do in these assays?
procasp7 counter: 21; MEP2-GFP yeast: 92; EBNA-1 inhibitor: 9; LAP4 TOR yeast: 80; procasp3 activ: 15; AHR act: 4; ZTA DNA inh: 35*; RPL19A TOR yeast: 96

What do the screens show for `O=C(N/N=C/c1cccs1)c1ccc2c(c1)OCO2`?
procasp7 counter: 0; MEP2-GFP yeast: 93; EBNA-1 inhibitor: -7; LAP4 TOR yeast: 99; procasp3 activ: 5; AHR act: 36; ZTA DNA inh: -1; RPL19A TOR yeast: 100

What do the screens show for `COc1ccc(CC(=O)Nc2cc(Cl)ccc2N2CCCC2)cc1`?
procasp7 counter: 7; MEP2-GFP yeast: 129; EBNA-1 inhibitor: -2; LAP4 TOR yeast: 86; procasp3 activ: 0; AHR act: 1; ZTA DNA inh: 2; RPL19A TOR yeast: 85

How did COc1cccc(N(C(=O)c2ccco2)C(C(=O)NC2CCCC2)c2ccc(N(C)C)cc2)c1 (stereo unspecified) do in these assays?
procasp7 counter: 6; MEP2-GFP yeast: 118; EBNA-1 inhibitor: -3; LAP4 TOR yeast: 90; procasp3 activ: -6; AHR act: 3; ZTA DNA inh: -10; RPL19A TOR yeast: 95

How did COc1ccc(C2/C=C\CN(C(=O)Nc3ccc(C(F)(F)F)cc3)CC(=O)N2Cc2ccc(F)cc2)cc1 (stereo unspecified) do in these assays?
procasp7 counter: 4; MEP2-GFP yeast: 95; EBNA-1 inhibitor: 4; LAP4 TOR yeast: 105; procasp3 activ: -1; AHR act: 0; ZTA DNA inh: -6; RPL19A TOR yeast: 106

Entries listed so far that have a CF3 group (2):
Results for O=C(Nc1ccc(OC(F)(F)F)cc1)c1ccc2nccnc2c1 ?
procasp7 counter: 6; MEP2-GFP yeast: 103; EBNA-1 inhibitor: 7; LAP4 TOR yeast: 103; procasp3 activ: 2; AHR act: 86*; ZTA DNA inh: 6; RPL19A TOR yeast: 97

How did COc1ccc(C2/C=C\CN(C(=O)Nc3ccc(C(F)(F)F)cc3)CC(=O)N2Cc2ccc(F)cc2)cc1 (stereo unspecified) do in these assays?
procasp7 counter: 4; MEP2-GFP yeast: 95; EBNA-1 inhibitor: 4; LAP4 TOR yeast: 105; procasp3 activ: -1; AHR act: 0; ZTA DNA inh: -6; RPL19A TOR yeast: 106

Other structures follow.
What do the screens show for `COc1ccc(-c2sc3cc(OC)c(OC)cc3c2-c2ccc(O)cc2)cc1`?
procasp7 counter: 0; MEP2-GFP yeast: 98; LAP4 TOR yeast: 105; procasp3 activ: 3; AHR act: 18; RPL19A TOR yeast: 95

What do the screens show for `NC(=O)c1csc(-c2ccncc2)n1`?
procasp7 counter: 4; MEP2-GFP yeast: 100; EBNA-1 inhibitor: -9; LAP4 TOR yeast: 101; procasp3 activ: 2; AHR act: -1; ZTA DNA inh: 14; RPL19A TOR yeast: 101

Results for C[C@@H]1CN([C@H](C)CO)C(=O)c2cc(NS(=O)(=O)c3ccc(F)cc3)ccc2O[C@@H]1CN(C)Cc1ccc(Cl)c(Cl)c1 ?
procasp7 counter: -10; MEP2-GFP yeast: 107; LAP4 TOR yeast: 102; procasp3 activ: 1; AHR act: 2; RPL19A TOR yeast: 102

How did COc1cc(-c2nc(CN3CCN(CC(C)C)C(=O)[C@@H]3C)c(C)o2)ccc1F do in these assays?
procasp7 counter: 7; MEP2-GFP yeast: 103; EBNA-1 inhibitor: 0; LAP4 TOR yeast: 97; procasp3 activ: -13; AHR act: 4; ZTA DNA inh: -13; RPL19A TOR yeast: 104

How did CCc1noc(C)c1C(=O)N1CCN(S(=O)(=O)c2ccc(Br)cc2Cl)CC1 do in these assays?
procasp7 counter: 0; MEP2-GFP yeast: 92; EBNA-1 inhibitor: -1; LAP4 TOR yeast: 99; procasp3 activ: 5; AHR act: 0; ZTA DNA inh: -12; RPL19A TOR yeast: 90
